# Nrf2 inh: Nrf2 qHTS screen for inhibitors. A549 ARE-Fluc reporter, luciferase luminescence, 18-24 h. Potency, µM (doses to about 46 µM), inactives show at the top dose activity change, negative = inhibition, most hits filed as inhibitors. hit rate 2.1% among 360,000. AID 504444, 2011; also: potency is read from the fitted curve at half-maximal effect; % is scaled to controls: 0 for no effect and ±100 for the full control effect; nearly all actives have a fitted effect of over 60% in size
#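 Nrf2 function is reported as luminescence of an ARE-controlled luciferase in A549 cells. Compounds were tested at several concentrations, and a CellTiter-Fluor read on the same wells flagged cytotoxicity.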
# ATXN2 expr inh: Primary qHTS for Inhibitors of ATXN expression | HEK-293 ATXN2-luciferase reporter, luminescence, 24 h | Potency, µM (top dose mostly 57 µM), for the others: top-dose activity change, negative = inhibition, usual class: inhibitors | hit rate 0.72% among 360,000; also: potency is read from the fitted curve at half-maximal effect; % is scaled to controls: 0 for no effect and ±100 for the full control effect; nearly all actives have a fitted effect of over 55% in size
#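 qHTS (up to 57 uM final) was run with 24 h compound exposure of reporter cells at 37 °C. Each well was multiplexed: SteadyGlo luminescence measured ATXN2-luciferase expression after a fluorogenic Gly-Phe-AFC viability readout (25 uM final).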
# Nrf2 ARE act: qHTS of Nrf2 Activators | AREc32 ARE-luciferase reporter (MCF7-derived line), luminescence, 24 h | AID 624171, 2012 | Potency, µM (series often up to 46.1 µM), for inactives: top-dose activation, most hits filed as activators | hit rate 0.31% among 410,000; also: potency is read from the fitted curve at half-maximal effect; % of control where 0% means no effect; nearly all actives have a fitted effect of over 65% in size
#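 AREc32 cells carrying an ARE-driven firefly luciferase reporter were seeded at 1000 cells/well in OPTI-MEM with 5% FBS, then exposed to compound for 24 hr at 37 deg C. Luminescence was read with Steady-Glo after 30 min at RT.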
# S2 tox: Viability Counterscreen for Primary qHTS for Inhibitors of ATXN expression; S2 cells (HEK-293 line with an ATXN2-luciferase reporter) viability, CellTiter-Fluor protease fluorescence, 24 h; Potency, µM (highest dose often 56.7 µM), hits mostly cytotoxic; hit rate 0.49% among 400,000; also: potency is read from the fitted curve at half-maximal effect; nearly all actives have a fitted effect of over 40% in size
# HepG2 tox: qHTS for Inhibitors of TGF-b: Cytotox Counterscreen; HepG2 CAGA-GFP viability, ATP luminescence, 18 h; Potency, µM (highest dose often 46.1 µM), inactives show at the top dose activity change, negative = cytotoxicity, most hits filed as cytotoxic; hit rate 0.76% among 410,000; also: potency is read from the fitted curve at half-maximal effect; some results filed as inactive show a strong effect at the top dose
#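 HepG2 CAGA-GFP cells (1000/well, DMEM with 1% FBS) received compound, then TGF-beta at 500 pg/mL final, and were incubated 18 hours at 37 degrees C. Viability was read by CellTiter-Glo luminescence. Media-only wells were set as complete cell-killing and DMSO as no toxicity.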
# TGFb SMAD3 inh: qHTS for Inhibitors of TGF-b; HepG2 CAGA-GFP TGF-b/SMAD3 reporter, GFP fluorescence, 18 h; TGF-beta stimulated, 500 pg/mL final; Potency, µM (titrated, usually from 46.1 µM), without a hit: top-dose activity, negative = inhibition, usual class: inhibitors; hit rate 1.2% among 410,000; AID 588855, 2011; also: potency is read from the fitted curve at half-maximal effect; % is scaled to controls: 0 for no effect and ±100 for the full control effect; nearly all actives have a fitted effect of over 65% in size
#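 Read-out: total well GFP (ex488/em500-530) summed from mean per-cell fluorescence. Cells: HEPG2 CAGA-GFP, 1% FBS DMEM, 18 h at 37 degrees C with 500 pg/mL final TGF-beta. Unstimulated wells served as the full-inhibition control; stimulated DMSO wells = 0%.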
# IL2 activator: qHTS of IL-2 Activators | IL-2 activation reporter assay, cell-based qHTS; stimulated with anti-CD3/CD4/CD28 beads; in transgenic mouse T cells | activation, % (series mostly up to about 46 µM) | hit rate 0.065% among 360,000 | AID 652025, 2013; in the data active = activation above about 50%; inconclusive = mostly about 30% to 49%; also: 0% is about no effect
#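 Quantitative HTS in unstimulated transgenic mouse T cells, with memory T cells as non-tolerant control and PMA/ionomycin as tolerance-bypass control. Compound pretreatment lasted 60 minutes before 18 h bead stimulation; EGFP/DsRed fluorescence read.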
# A549 tox: Nrf2 qHTS screen for inhibitors: counterscreen for cytotoxicity. Potency, µM (top dose mostly 46 µM), inactives show at the highest dose activity change, negative = cytotoxicity, hits mostly inhibitors. A549 ARE-Fluc cells, CellTiter-Fluor viability, 18-24 h. hit rate 0.16% among 390,000; also: potency is read from the fitted curve at half-maximal effect; % is scaled to controls: 0 for no effect and ±100 for the full control effect
#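 Cytotoxicity counterscreen: CellTiter-Fluor fluorescence was measured in A549 ARE_Fluc cells after 18-24 h of compound exposure in a concentration series. The subsequent BugLite luminescent read reports ARE-luciferase activity.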
# EPAC2 ag: qHTS for Agonist of cAMP-regulated guanine nucleotide exchange factor 4 (EPAC2): primary screen; Potency, µM (doses to about 154 µM), for the others: top-dose activation, usual class: activators; EPAC2 activation, biochemical qHTS; response scale: 100% = 6.5 mM cAMP response; AID 720711, 2013; hit rate 0.079% among 360,000; also: potency is read from the fitted curve at half-maximal effect; nearly all actives have a fitted effect of over 50% in size
# Target sequence (Q8WZA2 whole entry, looked up): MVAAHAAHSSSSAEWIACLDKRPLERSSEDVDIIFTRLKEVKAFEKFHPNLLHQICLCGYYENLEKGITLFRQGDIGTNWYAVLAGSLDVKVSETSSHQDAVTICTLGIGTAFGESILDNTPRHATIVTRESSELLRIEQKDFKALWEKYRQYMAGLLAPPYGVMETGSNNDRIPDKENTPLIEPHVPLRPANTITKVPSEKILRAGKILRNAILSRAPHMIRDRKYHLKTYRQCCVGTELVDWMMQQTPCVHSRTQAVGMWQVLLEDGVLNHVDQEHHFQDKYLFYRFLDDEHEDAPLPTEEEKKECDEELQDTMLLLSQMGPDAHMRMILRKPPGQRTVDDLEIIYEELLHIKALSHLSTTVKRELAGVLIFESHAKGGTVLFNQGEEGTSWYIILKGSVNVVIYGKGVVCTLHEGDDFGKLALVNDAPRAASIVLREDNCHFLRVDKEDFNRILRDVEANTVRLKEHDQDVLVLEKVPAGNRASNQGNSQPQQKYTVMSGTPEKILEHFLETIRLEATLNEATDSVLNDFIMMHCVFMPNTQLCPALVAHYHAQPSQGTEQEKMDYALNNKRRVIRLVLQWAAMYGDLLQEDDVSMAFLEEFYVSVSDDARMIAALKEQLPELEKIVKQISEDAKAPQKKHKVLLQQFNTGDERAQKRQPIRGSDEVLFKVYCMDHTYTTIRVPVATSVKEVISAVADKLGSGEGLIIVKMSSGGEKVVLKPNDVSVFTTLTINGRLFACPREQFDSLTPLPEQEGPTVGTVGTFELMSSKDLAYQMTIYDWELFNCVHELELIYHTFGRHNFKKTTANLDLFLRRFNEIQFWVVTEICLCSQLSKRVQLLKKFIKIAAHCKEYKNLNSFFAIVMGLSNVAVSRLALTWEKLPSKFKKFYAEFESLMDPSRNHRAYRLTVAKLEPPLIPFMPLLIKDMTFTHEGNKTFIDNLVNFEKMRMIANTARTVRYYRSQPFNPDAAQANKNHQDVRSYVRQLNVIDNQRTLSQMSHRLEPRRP
#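 Each well held 100 nM EPAC2, 250 nM RAP1B-BODIPY-GDP and 50 uM GDP. Fluorescence, read at 5-min intervals to 30 min, was referenced to a 6.5 mM cAMP positive control.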
# Active calls of the source: *; i = inactive; ? = inconclusive; nt = not tested or not shown; & = joins results of further samples; [ ] = remark or other dose. Unless noted, calls follow the shape of the dose curve; as a rule, active = well fitted curve in the direction sought with a large enough effect; inconclusive = small, poorly fitted or top-dose-only effect, or another doubt; inactive = no such curve, though single readings can be large; an effect the other way counts as inactive or inconclusive.
SMILES,Nrf2 inh,ATXN2 expr inh,Nrf2 ARE act,S2 tox,HepG2 tox,TGFb SMAD3 inh,IL2 activator,A549 tox,EPAC2 ag
CCc1nc2c(OCCOc3ccc(F)cc3)cccn2c1N(C=O)Cc1ccc(OC)cc1,nt,?,0.4%,i,-9%,?,-0.9,nt,9%
CCN(CC(=O)Nc1ccc(NC(C)=O)cc1)C(=O)C1CCCC1,-2%,7%,0.0%,i,-14%,-38%,-2.9,-7%,2%
CC(OC(=O)c1cc(=O)[nH]c2ccccc12)C(=O)Nc1ccc(Cl)cn1 (centres undefined),7%,-11%,0.1%,i,0%,?,0.5,0%,-1%
Cc1cc(C(=O)Nc2ccc(S(=O)(=O)Nc3onc(C)c3C)cc2)c(C)o1,?,10%,0.0%,i,-4%,1%,-1.8,12%,8%
CCOc1ccc(CCN2C(=O)c3cccnc3C2=O)cc1OCC,3%,0%,0.3%,i,1%,0%,-2.8,4%,2%
C[C@H](NC(=O)c1nc[nH]c1C(=O)N1CCNCC1)C(=O)OC(C)(C)C,4%,10%,-1.1%,i,-10%,-1%,0.1,4%,7%
Cn1c(=O)c2c(nc(N/N=C/c3cccs3)n2Cc2ccc(Br)cc2)n(C)c1=O,?,-15%,4.6%,i,-4%,-30%,-0.6,5%,-9%
CCCCCNC(=O)c1ccc2c(=O)n(CC3CCCO3)c(=S)[nH]c2c1 (centres undefined),0%,-11%,0.0%,i,1%,3%,1.7,3%,-6%
O=C(CSCCO)Nc1ccccc1,27%,-2%,0.3%,i,-1%,-5%,-2.4,4%,-1%
CCOC(=O)C1=C(c2ccccc2)NC(=O)NC1c1cc(OC)c(OC)cc1OC (centres undefined),-17%,-1%,-1.1%,i,-7%,3%,-0.3,-1%,6%
O=C(c1ccc(NS(=O)(=O)c2ccccc2)cc1)N1CCOCC1,-26%,-17%,0.2%,i,28%,59%[activator],-0.3,0%,0%
COc1cccc(CC(=O)OCC(=O)N(C)CC(=O)Nc2ccc(F)cc2)c1,10%,-6%,3.1%,i,-9%,25%,-2.2,14%,0%
CCOc1ccc(CCNC(=O)Cn2ncc3c([nH]c4ccccc43)c2=O)cc1OCC,25%,7%,0.5%,i,-7%,6%,nt,-1%,nt
CC(C)NC(=O)CSc1nc2[nH]ncc2c(=O)[nH]1,3%,nt,-0.9%,i,0%,-1%,0.4,0%,12%
C#CCOCCOCCOCCNc1nc(N2CCN(C(=O)[C@H](CCC(=O)O)n3cc(C(N)CC(C)C)nn3)CC2)nc(N2CCN(C(=O)[C@H](Cc3cc4ccccc4[nH]3)n3cc(C(N)CC(C)C)nn3)CC2)n1 (some centres undefined),8%,15%,0.1%,i,0%,-21%,-0.1,-1%,4%
O=C(COc1ccc(Cl)cc1)NCc1nnc(SCC(=O)NC2CCCC2)o1,0%,-9%,0.1%,i,-21%,13%,-0.3,1%,-1%
O=C(CCc1ccccc1)N1N=C(c2ccncc2)CC1(O)C(F)(F)F (centres undefined),-1%,-13%,0.8%,i,-15%,-8%,-0.6,4%,0%
COc1ccc(Cl)cc1NC(=O)c1nnn(CC(=O)Nc2ccc(C)c(C)c2)c1N,8%,-5%,0.6%,i,2%,-3%,-1.2,0%,1%
COc1cccc(CN(C)CC(=O)Nc2ccccc2C(=O)NC2CC2)c1,15%,1%,-0.4%,i,-13%,-9%,2.2,-3%,5%
O=C1NC[C@H](CC2CCCCC2)N(CCc2cccc(F)c2)C1=O,-21%,-8%,2.2%,i,-23%,-8%,0.1,3%,5%
CCCCn1nnnc1C1(C)CCC(=O)N1c1ccc(N2CCOCC2)cc1 (centres undefined),nt,17%,0.3%,i,nt,nt,-0.7,nt,4%
Cc1nn(-c2ccccc2)c2nc(C3CC3)cc(C(=O)Nc3cccc(F)c3)c12,?,?,-0.8%,?,-45%,?,nt,?,nt
Cc1cccc(C2NC(c3cccc(C)c3)C([N+](=O)[O-])C(C)(C)C2[N+](=O)[O-])c1 (centres undefined),-10%,-10%,-0.6%,i,0%,11%,1.1,-6%,12%
CN(C)CCn1c(=S)[nH]c2ccccc2c1=O,nt,4%,2.4%,i,3%,0%,0.7,?,-3%
O=S(=O)(NCCSc1ccccc1)c1ccc(F)cc1,?,3%,0.5%,i,-48%,?,-0.5,7%,10%

# Among those listed so far, 3 contain an aryl thioether with sulfur outside any ring.
SMILES,Nrf2 inh,ATXN2 expr inh,Nrf2 ARE act,S2 tox,HepG2 tox,TGFb SMAD3 inh,IL2 activator,A549 tox,EPAC2 ag
CC(C)NC(=O)CSc1nc2[nH]ncc2c(=O)[nH]1,3%,nt,-0.9%,i,0%,-1%,0.4,0%,12%
O=C(COc1ccc(Cl)cc1)NCc1nnc(SCC(=O)NC2CCCC2)o1,0%,-9%,0.1%,i,-21%,13%,-0.3,1%,-1%
O=S(=O)(NCCSc1ccccc1)c1ccc(F)cc1,?,3%,0.5%,i,-48%,?,-0.5,7%,10%

# Further structures follow:
SMILES,Nrf2 inh,ATXN2 expr inh,Nrf2 ARE act,S2 tox,HepG2 tox,TGFb SMAD3 inh,IL2 activator,A549 tox,EPAC2 ag
CC(C)CCNC(=O)CCS(=O)(=O)c1cccc2nonc12,?,7%,-0.2%,i,12%,2%,-1.3,0%,-1%
CCC(=O)Nc1ccc(C(=O)N2CCN(C(=O)c3ccco3)CC2)cc1,-16%,-3%,-0.1%,i,-7%,6%,-1.8,-4%,-1%
CCOc1ccccc1Nc1nnc(SCC(=O)Nc2nc(-c3ccc(OC)cc3)cs2)s1,1%,-10%[11.3 µM],1.6%,i,0%,2%,1.4,-3%,1%
O=C(Nc1cccc(F)c1)Nc1ccnn1C1CCN(C(=O)c2ccccn2)CC1,25%,23%,4.0%,?,-1%,-5%,-1.5,-8%,2%
O=C(C1CCCN(S(=O)(=O)c2ccc(F)cc2)C1)N1CCCCCC1 (centres undefined),-23%,-9%,-0.7%,i,-9%,-17%,-3.2,-8%,-1%
Cc1ccc(S(=O)(=O)N2CCC(C(=O)Nc3ccccc3N3CCCCC3)CC2)cc1C,?,11%,0.2%,i,0%,-9%,-1.1,-5%,5%
O=S(=O)(CC(CN1CCOCC1)N1CCOCC1)c1ccccc1 (centres undefined),4%,nt,-0.7%,i,-30%,3%,4.8,1%,4%
O=CNC(=O)c1ccccc1C(=O)O,-1%,1%,-0.5%,i,0%,-5%,-1.9,-1%,0%
Cc1cccc(NC(=O)NC2(C)CCS(=O)(=O)C2)c1 (centres undefined),-17%,3%,-0.6%,i,9%,9%,-0.1,0%,-5%
Cc1cccc(OCCC(=O)OCC(=O)N2c3ccccc3NC(=O)C2(C)C)c1,nt,nt,-0.9%,i,-8%,1%,-4.3,nt,12%
COc1ccc(-c2cc3ccc(O)c(CN4CCC(C)CC4)c3oc2=O)cc1,nt,nt,-0.3%,nt,-13%,-1%,nt,2%,nt
COCCNC(=O)C(c1ccco1)N(C(=O)Cn1nnc2ccccc21)c1ccccc1C (centres undefined),-11%,-6%,0.2%,i,4%,15%,3.5,-12%,-6%
COc1ccc2c(c1)C(CC(C)=O)N(c1ccc(-c3cccnc3)cc1)C(c1ccsc1)=C2 (centres undefined),nt,4%,4.6%,?,nt,nt,-0.8,nt,6%
CCCCNC(=O)Nc1c(C(=O)OC)[nH]c2ccc(C)cc12,nt,-2%,-0.6%,i,-15%,10%,-2.1,-2%,-20%
COc1ccc2cc(-c3nc(-c4ccc(N(C)C)cc4)no3)c(=O)oc2c1,?,nt,-0.1%,nt,-16%,?,nt,6%,nt
Cc1cc(C)[n+]2n1C(=O)C(c1ccccc1)=C2[O-],25%&16%,26%&9%,4.7%&3.6%,?,-9%&-8%,-23%&-2%,-1.6&1.9,-10%&1%,-2%&7%
CC(=O)Nc1ccc(S(=O)(=O)NNC(=O)C2CCCCC2)cc1,-16%,1%,-0.2%,i,-4%,-1%,-3.2,-8%,9%
COc1cc(C(=O)Nc2ccc(C)cn2)c([N+](=O)[O-])cc1OC,-5%,-19%,0.0%,i,-5%,-14%,-0.2,1%,10%
CCOC(=O)c1cn[nH]c1C(F)(F)F,3%,11%,-0.6%,i,12%,8%,-0.7,1%,-9%
Cc1ccc(C)n1-c1ccc(-c2ccn[nH]2)cc1,2%,13%,6.5%,i,9%,-12%,-2.1,2%,-4%
CN(Cc1cccnc1)C(=O)CNC(=O)c1ccc(Cl)cc1Cl,-8%,-7%,0.5%,i,1%,1%,-0.6,1%,3%
COc1cccc(CNC(=O)c2cc(C)nc3c2c(C)nn3-c2cccc(F)c2)c1,?,6%,8.7%,i,-3%,2%,nt,8%,nt
Cc1cccc(C(=O)NC(=S)Nc2cccc3nc(C)ccc23)c1,?,-7%,19%,?,-40%,?,0.9,-11%,1%
O=C(CNCc1cccs1)Nc1ccc(S(=O)(=O)N2CCCCC2)cc1,-12%,-8%,0.0%,i,3%,3%,-0.6,0%,4%
O=C(Nc1ccc2c(c1)CCCN2C(=O)c1cccs1)c1ccccc1Cl,nt,-45%,3.6%,?,-53%,0%,nt,0%,nt
O=C(CN(Cc1ccccc1)C(=O)CNS(=O)(=O)c1ccc(F)cc1)NCC1CCCO1 (centres undefined),5%,-2%,0.5%,i,2%,-2%,-0.7,1%,7%
CCOc1ccc(NC(=O)Cn2nnc(C(=O)NCc3ccc4c(c3)OCO4)c2N)cc1,-23%,-10%,0.0%,i,-11%,7%,-2.9,0%,-5%
